Screens as filed in PubChem.
GLP-1R inv ag: GLP-1 receptor (human) inverse agonism; P43220; HEK293 GLP-1R CRE-luciferase, luminescence, 24 h; GLP-1R form is constitutively active; Potency, µM (doses to about 38.3 µM), inactives show top-dose activity change, negative = inhibition, actives largely listed as inhibitors; actives 1.6% (n = 410,000); note: % is set by controls: 0 for no effect and ±100 for the full control effect; nearly all actives have a fitted effect of over 55% in size
Target sequence (P43220 whole entry, looked up): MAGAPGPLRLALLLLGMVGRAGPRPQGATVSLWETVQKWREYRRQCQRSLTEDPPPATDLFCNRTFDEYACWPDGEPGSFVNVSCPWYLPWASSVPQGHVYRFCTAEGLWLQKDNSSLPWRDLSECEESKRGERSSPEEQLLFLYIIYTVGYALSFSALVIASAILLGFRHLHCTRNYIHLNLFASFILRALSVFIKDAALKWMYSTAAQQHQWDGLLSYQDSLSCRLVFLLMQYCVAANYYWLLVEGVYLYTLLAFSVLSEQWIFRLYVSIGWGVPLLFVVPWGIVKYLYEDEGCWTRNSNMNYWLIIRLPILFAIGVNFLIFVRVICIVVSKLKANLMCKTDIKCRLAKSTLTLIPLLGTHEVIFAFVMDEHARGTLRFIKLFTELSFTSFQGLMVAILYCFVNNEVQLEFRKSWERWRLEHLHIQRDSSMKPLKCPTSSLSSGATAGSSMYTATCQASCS
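HEK293 cells stably co-expressing a cAMP-responsive luciferase reporter and constitutively active GLP-1R were seeded, incubated 12 h, then exposed to compounds for 24 h at 37 C. Luminescence was read 12 min after detection reagent; inverse agonists lower signal.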
HT1080 IDH1KD tx: kills HT-1080 cells with IDH1 knockdown | HT-1080 IDH1 knockdown viability, ATP luminescence, 48 h | Potency, µM (doses to about 46.1 µM), for the others: at the top dose activity, negative = toxicity, hits mostly cytotoxic | actives 2% (n = 360,000);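 note: 0% = DMSO wells and -100% = cell-free medium wells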
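Using the IDH1-knockdown HT-1080 line run in the same batch and compound series as the NT line, viability after 48 h at 37 °C was determined by CellTiter-Glo luminescence and expressed as % activity.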
SW480 rerep: DNA re-replication induction in SW480 cells; SW480 DNA re-replication, Hoechst DNA content imaging, 48 h; actives 1.8% (n = 340,000); Potency, µM (highest dose often 46.1 µM), without a hit: top-dose re-replication activation, actives largely listed as activators; note: % of control where 0% means no effect; nearly all actives have a fitted effect of over 55% in size
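Treated cells incubate 48 hr (37 C, 5% CO2), are stained 40 min with Hoechst, and nuclear fluorescence is enumerated; a rise in nuclei with high DNA signal marks re-replication.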
HEK293 tox: cytotoxicity in counter-screen for GLP-1R inverse agonists | HEK293 cAMP-luciferase reporter cells, luminescence, 24 h | actives 0.13% (n = 410,000) | Potency, µM (highest dose often 38.3 µM), for inactives: at the highest dose activity change, negative = inhibition, actives largely listed as inhibitors;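 note: loss of luciferase light is scored as toxicity; % is set by controls: 0 for no effect and ±100 for the full control effect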
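Step one: seed cells (200 cells/uL, DMEM with 10% Nu serum, 1% pen-strep). Step two: 12-hour incubation at 37 deg C. Step three: pin 23 nL compound, incubate 24 hr. Step four: add luciferase reagent, read luminescence 12 min later.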
GLP1R ag: agonists of human GLP-1 receptor. Potency, µM (titrated, usually from 45.6 µM), inactives show at the top dose activation, usual class: activators. HEK293 GLP-1R CRE-luciferase, luminescence, 4-6 h; cells express a hypersensitive GLP-1R form. P43220. actives 0.007% (n = 380,000); note: % of control where 0% means no effect
TDP43 rescue: rescues yeast growth from TDP-43 toxicity; Potency, µM (highest dose often 46.1 µM), inactives show top-dose growth rescue (activation), most hits filed as activators; TDP-43 expressing yeast growth rescue, BacTiter-Glo, 24 h; actives 1.8% (n = 410,000); AID 652104; note: % of control where 0% means no effect; nearly all actives have a fitted effect of over 50% in size
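Readout is BacTiter-Glo luminescence of cell growth, so inhibitors register as activators. TDP-43-expressing yeast at OD600=0.02 in galactose medium, after raffinose pregrowth to mid-log, were incubated with compound for 24 hr at 30 deg C.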
HT1080NT lethal: kills 2HG-producing HT-1080-NT fibrosarcoma cells; HT-1080-NT fibrosarcoma viability, CellTiter-Glo ATP luminescence, 48 h; Potency, µM (titrated, usually from 46.1 µM), for inactives: at the highest dose activity, negative = less viability, most hits filed as cytotoxic; actives 1.6% (n = 360,000);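 note: NT is the 2HG producing partner of a matched IDH1 knockdown line; 0% = DMSO-treated cells and -100% = media-only wells without cells; nearly all actives have a fitted effect of over 55% in size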
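Read-out is CellTiter-Glo luminescence after 10 minutes at room temperature, following 48 hours' compound treatment of HT-1080-NT cells (750 cells/well, RPMI, 5% FBS, 37 degrees C).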
KB-3-1 tox: kills parental KB-3-1 adenocarcinoma cells | KB-3-1 viability, CellTiter-Glo ATP luminescence, 72 h | Potency, µM (doses to about 46.1 µM), without a hit: at the top dose activity change, negative = cytotoxic, hits mostly cytotoxic | actives 1.4% (n = 400,000); note: % is set by controls: 0 for no effect and ±100 for the full control effect; nearly all actives have a fitted effect of over 60% in size
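Viability of parental KB-3-1 cells, measured by CellTiter-Glo luminescence, followed a 72 h incubation at 37 °C with pinned compounds in phenol-red-free DMEM containing 10% FBS.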
KB-V1 MDR tox: KB-V1 MDR subline cytotoxicity; KB-V1 MDR cells viability, CellTiter-Glo, 72 h; Potency, µM (highest dose often 46.1 µM), for inactives: top-dose activity change, negative = cytotoxicity, most hits filed as cytotoxic; actives 3.4% (n = 400,000); AID 1347076; note: % is set by controls: 0 for no effect and ±100 for the full control effect; nearly all actives have a fitted effect of over 60% in size
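Potencies derive from concentration-effect curves fitted to normalized luminescence (CellTiter-Glo) of KB-V1 cells treated for 72 h at 37 degrees C in phenol-red-free DMEM containing 10% FBS.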
* = called active by the depositor; ? = inconclusive; / = not tested or not shown; & = joins results of further samples; [ ] = dose if it differs, or a comment. Calls come from the whole dose curve; as a rule, active = well fitted curve in the direction sought with a large enough effect; inconclusive = small, poorly fitted or top-dose-only effect, or another doubt; inactive = no such curve, though single readings can be large; an effect the other way counts as inactive or inconclusive. Potency is the fitted concentration of half-maximal effect.

SMILES	GLP-1R inv ag	HT1080 IDH1KD tx	SW480 rerep	HEK293 tox	GLP1R ag	TDP43 rescue	HT1080NT lethal	KB-3-1 tox	KB-V1 MDR tox
COc1ccccc1NC(=O)c1ccc(NC2=NC3CS(=O)(=O)CC3S2)cc1 (centres undefined)	-1%	5%	-5%	-7%	-5%	10%	-4%	0%	-1%
COc1cc2c(cc1OC(C)=O)CCCCC2=O	7%	1%	-5%	12%	0%	16%	1%	-12%	10%
COc1ccc(C)cc1S(=O)(=O)Nc1cccc(Cl)c1Cl	?	-5%	-3%	-4%	-10%	13%	-5%	-1%	-11%
C/C(=N\NS(=O)(=O)c1ccccc1)c1ccc2c(c1)OCCO2	8%	13%	1%	-6%	-2%	11%	9%	24%	0%
CNC(=O)c1ncoc1-c1ccc(Cl)cc1	9%	16%	9%	-9%	3%	-11%	?	-1%	-3%
COc1ccc(CCNC(=O)COc2cccc3c2OC(C)(C)C3)cc1OC	-4%	-10%	4%	-2%	16%	21%	3%	-4%	-10%
O=C(/C=C1\OCc2cc(OCc3ccccc3)ccc21)OCc1ccccc1	?	-1%	/	-7%	/	20%	1%	-10%	?
COc1ccc(-c2nnn(CC(=O)N3CCN(c4ccccc4OC)CC3)n2)cc1	-24%	16%	0%	-3%	1%	21%	2%	1%	-3%
CCCc1cc(=O)[nH]c(SCC(=O)c2cc(C)n(CCOC)c2C)n1	-5%	-1%	-1%	1%	9%	7%	-3%	-3%	-9%
Cc1nc2c(ccc3c([N+](=O)[O-])cccc32)c(C)c1C	37%[activator]	0%	6%	5%	-6%	6%	16%	4%	9%
Cc1cc(C)nc(N(C#N)Cc2ccc(Cl)cc2)n1	-3%	0%	-9%	-1%	21%	26%[9.22 µM]	-17%	-7%	?
CC1CCN(C(=O)CSc2nnc(CNC(=O)c3ccc(S(=O)(=O)N(C)C)cc3)o2)CC1	4%	0%	8%	0%	-2%	15%	1%	/	/
CCC(C)(c1ccc(C=O)s1)c1ccc(C=O)s1	-2%	-23%	-1%	-13%	0%	-20%	-16%	-6%	-1%
Cc1ccc(C(=O)N/C(=C\c2ccc(Cl)cc2)C(=O)NCCN2CCOCC2)cc1	-7%	-3%	-7%	6%	-1%	20%	-12%	0%	-7%
CCc1n[nH]c(=S)n1/N=C/c1cccc2ccccc12	-13%	-6%	-6%[9.22 µM]	?	14%	0%	-4%	6.5µM*	5.8µM*
O=C(N/N=C\c1ccc(CNS(=O)(=O)c2ccc(Cl)cc2)o1)C(=O)Nc1ccc(Oc2ccccc2)cc1	-3%	-1%	3%	1%	-1%	-13%	2%	?	8%
COc1ccc(S(=O)CC(=O)Nc2ccccc2Cl)cc1 (centres undefined)	-16%[7.66 µM]	8%	0%	-9%[7.66 µM]	4%	17%[9.22 µM]	6%	0%	-1%
CCC1=C(OC(=O)N(CC)CC)N2C(=O)OC(=NCC3CC3)[C@]2(C)[C@H]2C1=CC[C@H]1C(=O)N(CC)C(=O)[C@H]12	28%	13%	2%[9.22 µM]	5%	12%	15%	13%	3%	9%
COc1cc(Cl)ccc1OC1(C)CCN(Cc2ccccc2OC(F)F)C1 (centres undefined)	?	-17%	/	-3%	-7%	-2%	-15%	-1%	-11%
Clc1ccc(C2=CSC3=Nc4cccc5cccc(c45)N23)cc1	?	-26%	?	-12%	11%	18µM*	-21%	?	?
CC(=O)Nc1ccc(S(=O)(=O)Nc2c(C)n(C)n(-c3ccccc3)c2=O)cc1	-19%	9%	-2%	-18%	-3%	4%	11%	-2%	11%
O=C1N[C@@H](Cc2ccccc2)C(=O)N1CCN1CCOCC1	0%	15%	-7%	4%	-14%	-17%	7%	6%	8%
CN1C=CC(=C[N+](=O)[O-])N(C)C1=O	27%	19%	/	?	8%	20%	17%	27%	3%
C=CCn1c(SCC(=O)c2cc(C)n(Cc3cccs3)c2C)nnc1-c1ccncc1	-18%	1%	0%[9.22 µM]	-5%	-3%	-6%	3%	-20%	?
CCC12CC3CC(C1)CC(C(=O)NNC(N)=O)(C3)C2	-9%	-1%	0%	-7%	1%	-6%	5%	0%	?
O=C1Nc2ccc([N+](=O)[O-])cc2C1(O)N1CCCCCC1 (centres undefined)	51%[activator]	-5%	-3%	-21%	1%	-15%	1%	-18%	-24%
COc1cc(NC(=O)C(Cc2ccccc2)NS(=O)(=O)c2cccs2)cc(OC)c1 (centres undefined)	-43%	/	/	3%	-5%	-6%	/	?	?
NC(=O)c1ccc[n+](CC(=O)NCc2ccc(Cl)cc2)c1	-3%	15%	-4%	8%	1%	10%	13%	15%	5%
Cn1c(-c2ccccc2)cnc1NCc1ccc(F)cc1	-17%	3%	-3%	-1%	7%	-5%	3%	5%	-10%
CCSc1ncc(Cl)c(C(=O)Nc2ccc(S(=O)(=O)Nc3ncccn3)cc2)n1	8%&19%	1%	?	-2%&3%	-3%	-4%&-2%	5%	1%&4%	-4%&4%
CCCc1cc(C(=O)Cc2ccccn2)c(O)cc1O	-18%	0%	-3%	13%	4%	7%	1%	-1%	6%
N#C/C(=C(/O)c1ccc(C(=O)c2ccccc2)cc1)c1nc2ccccc2[nH]1	-2%	7%	23µM*	-8%	12%	-13%	17%	10%	0%
Cc1ccc(CS(=O)(=O)CCC(=O)NCCC2=CCCCC2)cc1	6%[0.307 µM]	12%	1%	16%[0.307 µM]	-7%	5%	10%	16%	-16%
COc1ccccc1C(=O)NCCC(=O)NC(C)c1ccc(-n2ccnc2)cc1 (centres undefined)	19%	2%	-5%	7%	3%	0%	2%	2%	?
CC[n+]1c(/C=C/C=C/N(C(C)=O)c2ccccc2)sc2ccccc21	13%	?	0%	?	14%	-22%	?	16µM*	?
COc1ccc(CCNC(=O)CN(C)S(=O)(=O)c2ccc(OC)cc2)cc1	-1%	18%	-3%	13%	-1%	14%	10%	7%	?
COc1ccc(NC(=O)c2ccco2)cc1NC(=O)c1ccc(Br)o1	7%	14%	-3%	-16%	18%	-27%	3%	?	?
CC1Cc2ccccc2N1C(=O)COC(=O)c1ccc(Cl)c(S(=O)(=O)N2CCOCC2)c1 (centres undefined)	?	-4%	4%	-3%	0%	14%	-2%	1%	18%
CSc1ccc(CN2C(=O)C(C)Oc3c(C(C)=O)cccc32)cc1 (centres undefined)	-20%	11%	/	1%	14%	?	-9%	0%	-16%
CCOc1ccc(NC(=O)C/C(C)=N/NC(=O)Cc2ccc(Cl)cc2)cc1	-11%	0%	1%	-8%	2%	-13%	5%	4%	?

Reprinted at random: 4 compounds from above.
SMILES	GLP-1R inv ag	HT1080 IDH1KD tx	SW480 rerep	HEK293 tox	GLP1R ag	TDP43 rescue	HT1080NT lethal	KB-3-1 tox	KB-V1 MDR tox
COc1ccccc1NC(=O)c1ccc(NC2=NC3CS(=O)(=O)CC3S2)cc1 (centres undefined)	-1%	5%	-5%	-7%	-5%	10%	-4%	0%	-1%
COc1ccccc1C(=O)NCCC(=O)NC(C)c1ccc(-n2ccnc2)cc1 (centres undefined)	19%	2%	-5%	7%	3%	0%	2%	2%	?
NC(=O)c1ccc[n+](CC(=O)NCc2ccc(Cl)cc2)c1	-3%	15%	-4%	8%	1%	10%	13%	15%	5%
CCCc1cc(C(=O)Cc2ccccn2)c(O)cc1O	-18%	0%	-3%	13%	4%	7%	1%	-1%	6%

More results
SMILES	GLP-1R inv ag	HT1080 IDH1KD tx	SW480 rerep	HEK293 tox	GLP1R ag	TDP43 rescue	HT1080NT lethal	KB-3-1 tox	KB-V1 MDR tox
CCN(CC)S(=O)(=O)c1ccc(-c2nnc(SCC(=O)Nc3nc(C)cs3)o2)cc1	13%	?	0%	-7%	-5%	-20%	?	9%	4%
NC(=O)[C@H]1CC2(CC(c3cccc(NC(=O)CC(c4ccccc4)c4ccccc4)c3)=NO2)CN1C(=O)CC(c1ccccc1)c1ccccc1 (some centres undefined)	?	-14%	-32%[inhibitor]	-9%	-3%	0%	-4%	?	?
CN(C)CCOC(=O)C1(c2ccccc2)CCCC1	3%	8%	-4%	49%[activator]	5%	-2%	0%	0%	18%
Cc1cc(=O)oc2cc(OCC(O)Cn3ccnc3)ccc12 (centres undefined)	2%	-2%	12%	5%	-5%	-19%	1%	-8%	13%
CCOc1ccc(CCNC(=O)C2CC(=O)N(CCc3ccc(OC)c(OC)c3)C2)cc1OCC (centres undefined)	18%&-1%	-2%	26%	8%&-7%	7%	?	1%	-2%	-14%
COc1ccc(C(CNC(=O)c2cccc(N(C)C)c2)N2CCCC2)cc1 (centres undefined)	0%	0%	?	-11%	3%	-1%	1%	10%	0%
Cc1ccc(N(CC(=O)N/N=C/c2cccc(Br)c2)S(C)(=O)=O)cc1	-21%	-20%	-6%	-26%	-6%	10%	-15%	-3%	-4%
Cc1ccc(NCC(=O)c2ccc(C)cc2)cc1	5%	9%	-7%	5%	-1%	22%	1%	3%	?
CCc1c(C#N)c(SCCC(=O)Nc2ccc(C)cc2)nc2c1C(=O)CC(C)(C)C2	2.8µM*	-2%	-1%	-7%	-17%	2%	-8%	-12%	0%
CCOC(=O)N1CCC2(CC1)OC(=O)C(C)=C2C(=O)NCc1ccccc1OC	10%	/	/	20%	/	15%	/	3%	4%
Cn1c(=O)c2c(O)c([N+](=O)[O-])c(=O)n(C)c2n(C)c1=O	4%	2%	0%	1%	-1%	-24%	3%	-3%	16%
S=c1[nH]c2ccc(Cl)cc2[nH]1	1%	2%	-5%	4%	3%	-1%	-2%	-27%	18µM*
Cc1nnc(SCC(=O)N2CCCCCC2)n(N)c1=O	18%	-2%	-7%	8%	1%	3%[9.22 µM]	13%	5%	-11%
Cc1ccc(NS(=O)(=O)c2cc(-c3cc(C)no3)ccc2C)c(Cl)c1	?	/	/	-12%	/	9%	/	-13%	?
Cn1ncc2cc(NC(=S)NC(=O)c3ccccc3)ccc21	0%	-3%	0%	-26%	4%	?	17%	-1%	-8%
